aSyn yeast rescue: inhibitors of alpha-synuclein toxicity in yeast; S. cerevisiae alpha-synuclein toxicity rescue, BacTiter-Glo growth, 24 h; AID 1347070; Potency, µM (doses to about 46.1 µM), for inactives: top-dose growth rescue (activation), hits mostly activators; actives 0.02% (n = 94,000); active means well fitted activation curve with a large enough effect; further: 0% is about no effect
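Growth restoration measured by BacTiter-Glo luminescence after 24 hr at 30 deg C; alpha-synuclein yeast, raffinose-pregrown to mid-log, were added at OD600=0.02 in galactose medium onto pinned compounds.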
Active calls of the source: *; [ ] = remark or other dose. Potency means the concentration at half of the fitted maximal effect. Some of the compounds tested (hit frequency here may not be typical).

SMILES	aSyn yeast rescue
Cc1cc([N+](=O)[O-])ccc1NC(c1nnc(-c2ccccc2)o1)c1ccccc1F (stereo not given)	4%
CC1CCCCC1NC(=O)Cn1cnc2sccc2c1=O (stereo not given)	5%
Nc1c(C(=O)Nc2ccc(C(=O)O)cc2)sc2nc3c(cc12)CCCC3	-3%
COc1ccc(/C=N/Nc2ccccc2C(=O)O)cc1Cn1cc([N+](=O)[O-])cn1	9%
Cc1cccc(N2CCN(C(=O)c3sc4nc5n(c(=O)c4c3C)CCC5)CC2C)c1 (stereo not given)	-10%
CCc1ccc(NC(=O)Cn2c(=O)n(CCCC(=O)NCc3ccc4c(c3)OCO4)c(=O)c3ccccc32)cc1	-5%
COc1ccccc1NC(=O)c1cc(S(=O)(=O)N2CCc3ccccc32)ccc1F	1%
O=C(Cn1ccc2cc(S(=O)(=O)N3CCCCCC3)ccc21)NCCc1ccccc1Cl	-5%
CCc1ccccc1NC(=O)c1c(NC(=O)c2ccccc2)sc2c1CCCC2	9%
Cc1ccc(C(=O)c2oc3ccccc3c2NC(=O)c2cc(-c3ccccc3)on2)cc1	-1%
Cc1ccc(-c2cc(C(=O)Nc3ccc(S(=O)(=O)N4CC(C)OC(C)C4)cc3)[nH]n2)c(O)c1 (stereo not given)	14%
NC(=O)NC(=O)C(Nc1ccc(N2CCCCC2)cc1)c1ccccc1 (stereo not given)	4%
COc1cc(C2CC(c3ccccc3)=NN2c2ccccc2)ccc1OCC(=O)O (stereo not given)	5%
CCC(=O)N1CCc2cc(Br)cc(S(=O)(=O)CCC(=O)N(CC)Cc3ccccc3)c21	-6%
CCCCCn1c(=O)[nH]c2cc(C(=O)NCc3ccc(F)cc3)ccc2c1=O	1%
CCOc1ccc(NC(=O)C(=O)NCCc2csc(-c3ccc(C(F)(F)F)cc3)n2)cc1	2%
COc1ccc(N2CC(NC(=O)c3ccc4ccccc4c3)CC2=O)cc1OC (stereo not given)	5%
CC(C)(C)c1ccc(C(=O)Nc2ccc(C(=O)OCc3cc(=O)n4ccsc4n3)cc2)cc1	-5%
CCc1ccc(NC(=O)C2CCCN(c3nn4cc(-c5ccc(OC)cc5)nc4s3)C2)cc1 (stereo not given)	2%
COc1ccccc1-c1c(C)nn2c(-c3ccccc3)cc(-c3ccccc3)nc12	9%

Compounds shown so far that have an NH in an aromatic ring:
SMILES	aSyn yeast rescue
Cc1ccc(-c2cc(C(=O)Nc3ccc(S(=O)(=O)N4CC(C)OC(C)C4)cc3)[nH]n2)c(O)c1 (stereo not given)	14%
CCCCCn1c(=O)[nH]c2cc(C(=O)NCc3ccc(F)cc3)ccc2c1=O	1%

Compounds above that contain a halogen:
SMILES	aSyn yeast rescue
Cc1cc([N+](=O)[O-])ccc1NC(c1nnc(-c2ccccc2)o1)c1ccccc1F (stereo not given)	4%
COc1ccccc1NC(=O)c1cc(S(=O)(=O)N2CCc3ccccc32)ccc1F	1%
O=C(Cn1ccc2cc(S(=O)(=O)N3CCCCCC3)ccc21)NCCc1ccccc1Cl	-5%
CCC(=O)N1CCc2cc(Br)cc(S(=O)(=O)CCC(=O)N(CC)Cc3ccccc3)c21	-6%
CCCCCn1c(=O)[nH]c2cc(C(=O)NCc3ccc(F)cc3)ccc2c1=O	1%
CCOc1ccc(NC(=O)C(=O)NCCc2csc(-c3ccc(C(F)(F)F)cc3)n2)cc1	2%

The list goes on:
SMILES	aSyn yeast rescue
CC(C)CCNc1nc2c(-c3ccccc3)nnn2c2ccccc12	-2%
Cc1ccc(S(=O)(=O)c2nnn(-c3ccc(F)c(Cl)c3)c2N)cc1	-4%
CCOC(=O)c1[nH]c2c(c1Cc1ccccc1)C(=O)CC(c1ccc(C(C)(C)C)cc1)C2 (stereo not given)	-11%
COc1ccc(Cc2nc3ccc(C(=O)NCCc4ncccc4C)cc3o2)cc1OC	-34%[inhibitor]
NC(=O)c1ccc(NC(=O)C2CCN(S(=O)(=O)Cc3ccccc3)CC2)cc1	-2%
COc1ccccc1Nc1ncc(C(=O)Nc2ccc(OC)c(OC)c2)c2ccccc12	-4%
O=C(O)C1CCN(C(=O)CSc2nc3ccccc3s2)CC1	-5%
COC(=O)c1ccccc1NC(=O)C1CCCN(c2nnc(-n3cccc3)s2)C1 (stereo not given)	9%
CN1CC(=O)N(CC(=O)Nc2cccc(C#N)c2)c2ccccc2C1=O	0%
COC(=O)C[C@H]1C[C@H]2c3cc(NC(=O)Nc4ccc(C(F)(F)F)cc4)ccc3O[C@H]2[C@@H](CO)O1	-11%
COc1cccc(N2CCN(C(=O)C3CCN(C(=O)Nc4ccccc4)CC3)CC2)c1	-3%
CCCCn1c(CNC(=O)C(C)(C)C)nc2ccccc21	7%
COc1ccc2c(C)c(CCC(=O)NCc3ccc(OC)c(OC)c3)c(=O)oc2c1	-4%
CCN(Cc1nc(-c2ccc(C)cc2)no1)C(=O)c1ccco1	4%
O=[N+]([O-])c1ccc(C[n+]2cc(-c3ccccc3)n3c2CCCCC3)cc1	7%
CCC(C)n1c(SCc2ccc([N+](=O)[O-])cc2)nc2ccsc2c1=O (stereo not given)	-7%
CCOC(=O)N1CCN(c2cc(=O)n(-c3ccc(C)cc3)c(=O)[nH]2)CC1	1%
Cc1ccc(C(=O)NC(C#N)=C(Cl)Cl)cc1	-5%
COc1ccccc1NC(=O)c1cc(S(=O)(=O)N2CCCC2)cn1C	-3%
CCOc1ccc(N(CC(=O)NCCC2=CCCCC2)S(=O)(=O)c2ccccc2)cc1	-5%
CCC(C)n1c(OC)nc2c1c(=O)n(C)c(=O)n2C (stereo not given)	7%
O=C(N=Nc1c(O)[nH]c2ccc([N+](=O)[O-])cc12)c1ccccc1[N+](=O)[O-]	-5%
COc1ccc(NC(=O)CCCOc2ccc(C(C)=O)cc2)cc1S(=O)(=O)N1CCCCC1	-9%
CN(Cc1ccccc1)C(=O)COC(=O)c1cc([N+](=O)[O-])ccc1N1CCOCC1	-1%
Cc1ccc(-c2nc(S(=O)(=O)c3ccc(C)cc3)c(N3CCN(c4ccccc4)CC3)o2)cc1	-4%
Cc1ccc(Cn2c(CO)cnc2SCC(=O)Nc2ccc(C)c(Cl)c2)cc1	8%
CCOC(=O)c1c(Nc2cccc(C(=O)OC)c2)nnc(-c2ccccc2)c1-c1ccccc1	-5%
COc1ccccc1N1CCN(S(=O)(=O)c2ccc3nc(-c4ccccc4)[nH]c3c2)CC1	13%
COc1ccccc1CNC(=O)CSCc1nc(-c2ccc(OC)c(OC)c2)oc1C	7%
CCOc1ccc(S(=O)(=O)c2cn(Cc3ccc(OC)cc3)c3ccc(F)cc3c2=O)cc1	0%
COc1ccccc1NC(=O)CC1CCCC1	2%
CN(Cc1cnn(-c2ccccc2)c1)C(=O)c1ccc(S(=O)(=O)NCc2ccco2)cc1	-6%
O=[N+]([O-])c1ccc(S(=O)(=O)NCc2nc3cccnc3n2Cc2ccccc2Cl)cc1	1%
Cc1ccc(S(=O)(=O)N2CCCCC2)cc1NC(=O)C1COc2ccccc2O1 (stereo not given)	-3%
CCN(CC(=O)NCc1ccc(Cl)cc1)C(=O)CSc1cc(C)ccc1C	13%
COc1cc(C(=O)NNC(=S)Nc2ccc(S(N)(=O)=O)cc2)cc(OC)c1OC	-27%
COc1ccccc1NC(=O)C1=C(C)Nc2nc3ccccc3n2C1c1cccc(Br)c1 (stereo not given)	6%
CCS(=O)(=O)Nc1ccccc1C(N)=O	6%
Cc1ccccc1CNC(=O)c1ccccc1NC(=O)c1nsc2ccccc12	-9%
O=C(NC1CC(=O)N(c2ccccc2)C1)c1ccc(Br)o1 (stereo not given)	0%

Filtered by structure: those above with a CF3 group
SMILES	aSyn yeast rescue
CCOc1ccc(NC(=O)C(=O)NCCc2csc(-c3ccc(C(F)(F)F)cc3)n2)cc1	2%
COC(=O)C[C@H]1C[C@H]2c3cc(NC(=O)Nc4ccc(C(F)(F)F)cc4)ccc3O[C@H]2[C@@H](CO)O1	-11%

Going on with the list:
SMILES	aSyn yeast rescue
Cc1ccc(NC(=O)CSc2ccc(-c3cccs3)nn2)cc1Cl	-3%
C[C@H](CO)N1C[C@H](C)[C@@H](CN(C)S(=O)(=O)c2ccc3c(c2)OCCCO3)OCc2cnnn2CCCC1=O	1%
CC(C)(C)C(=O)Nc1sc2c(c1C#N)CCC2	-3%
Cc1cccc(NC(=O)c2ccc(-c3nc(CSc4ccccc4)c(C)o3)cc2)c1C	-1%
COC(=O)c1ccc(N(C(=O)CNC(=O)c2ccco2)C(C(=O)NCC2CCCO2)c2ccc(OC)c(OC)c2)cc1 (stereo not given)	3%
O=C(/C=C/c1ccc(S(=O)(=O)N2CCOCC2)cc1)N1CCCCC1	-32%[inhibitor]
Cn1c(=O)c2nc(SCC(=O)Nc3ccc(Cl)c(Cl)c3)n(C)c2n(C)c1=O	-9%
CC(=O)Nc1nc2cc3c(cc2s1)OCO3	3%
CCCN(CCC)C(=O)c1cn(CC)c2ccc(S(=O)(=O)N3CCCCC3)cc2c1=O	-12%
Fc1ccc(Nc2ncnc3c2nc2n3CCCC2)cc1	-4%
CCc1ccc(N(CC(=O)NCCc2ccccc2)C(=O)CCC(=O)Nc2ccccn2)cc1	-6%
COCCNC(=O)c1c(-c2ccccc2)c(-c2ccccc2)nn(C)c1=O	-11%
O=C(/C=C/c1cn(-c2ccccc2)nc1-c1ccccc1)Nc1ccc(C(=O)O)cc1	-7%
COc1cccc(/C=N/NC(=O)c2cccc3ccccc23)c1OC	0%
O=C1c2cccc3cc([N+](=O)[O-])cc(c23)C(=O)N1c1ccccc1O	-7%
O=C1CC(c2nc3ccccc3[nH]2)CN1c1ccccc1F (stereo not given)	-1%
Cc1cc(NC(=O)CSc2nc3c(c(=O)n2CCc2ccccc2)SC(C)C3)no1 (stereo not given)	7%
c1csc(-c2nc3ccccn3c2NC2CCCCC2)c1	-22%
CCn1c2c(c(=O)n3ncc(C(=O)Nc4ccc(F)cc4Cl)c13)CN(Cc1ccc(OC)cc1)CC2	-44%[inhibitor]
O=C(NCc1ccccc1)/C(=C\c1ccc(F)cc1)NC(=O)c1ccco1	1%

Look-ups from above.
`COc1ccc(Cc2nc3ccc(C(=O)NCCc4ncccc4C)cc3o2)cc1OC` in aSyn yeast rescue is entered as -34%[inhibitor]
`COc1ccccc1-c1c(C)nn2c(-c3ccccc3)cc(-c3ccccc3)nc12` in aSyn yeast rescue is entered as 9%
`CC1CCCCC1NC(=O)Cn1cnc2sccc2c1=O` (stereo not given) in aSyn yeast rescue is entered as 5%
`CN(Cc1ccccc1)C(=O)COC(=O)c1cc([N+](=O)[O-])ccc1N1CCOCC1` in aSyn yeast rescue is entered as -1%
`NC(=O)c1ccc(NC(=O)C2CCN(S(=O)(=O)Cc3ccccc3)CC2)cc1` in aSyn yeast rescue is entered as -2%
`NC(=O)NC(=O)C(Nc1ccc(N2CCCCC2)cc1)c1ccccc1` (stereo not given) in aSyn yeast rescue is entered as 4%
`COc1ccccc1NC(=O)c1cc(S(=O)(=O)N2CCc3ccccc32)ccc1F` in aSyn yeast rescue is entered as 1%

(further entries)
SMILES	aSyn yeast rescue
Cc1ccc(N(CC(=O)NC2CCCCC2)C(=O)CCCC(=O)Nc2ccccn2)c(C)c1	3%
Cn1nc(-c2ccccc2F)c2cc(C(=O)Nc3cc(F)ccc3F)sc21	-6%
CC(Nc1nc(-c2ccc3c(c2)NC(=O)CO3)cs1)c1ccccc1 (stereo not given)	-19%
CCOC(=O)COc1ccc(CC)cc1C(=O)c1ccn2nc(-c3ccc(F)cc3)cc2n1	0%
O=S(=O)(c1cccs1)N1CCCCC1	-16%
CCOc1ccc(-c2nc(Cn3c(=O)cc(C)c4c(C)nn(-c5ccccc5)c43)c(C)o2)cc1	-3%
CC(=O)N(c1ccccc1)c1ccccc1[N+](=O)[O-]	-1%
O=C(CSc1nc2ccccc2c(=O)[nH]1)Nc1ccc(C(=O)O)cc1	1%
Cc1cc(NC(=O)CSCC(=O)OCC(=O)c2ccc(Br)cc2)no1	8%
COCCCNC(=O)Cn1c(=O)n(-c2cccc(C)c2)c(=O)c2c3c(sc21)CN(C(C)=O)CC3	-1%
CCc1ccccc1NC(=O)c1cnc2sc(N3CCCC3)nn2c1=O	-1%
Cc1ccc(SCC(=O)OCC(=O)NCc2cccs2)cc1C	-11%
Cc1cccc(C)c1NC(=O)CCSc1nc(-c2ccc3c(c2)OCO3)cc(C(F)(F)F)n1	-17%
COc1ccc(S(=O)(=O)NCC(c2ccc(N(C)C)cc2)N2CCc3ccccc32)cc1F (stereo not given)	-6%
Cc1cnc(C(=O)OC(C)C(=O)NC2CCCc3ccccc32)cn1 (stereo not given)	2%
COc1cc(-c2[nH]ncc2CN2CCSCC2)cc(OC)c1OC	-7%
O=[N+]([O-])c1ccc(OCc2cnc(Cl)s2)c([N+](=O)[O-])c1	4%
CCN(C(=O)Cn1cnc2onc(-c3ccc(F)cc3)c2c1=O)c1ccc(OC)cc1	-4%
CCCSc1ncc(Cl)c(C(=O)Nc2nc3ccc(OCC)cc3s2)n1	-4%
C=CCSc1nnc(NC(=O)c2ccc3c(c2)OCCO3)s1	-4%
CN(C)S(=O)(=O)c1ccc(C(=O)OCc2nnc(-c3ccccc3)o2)cc1	-6%
COc1ccc(NC(=O)C(c2ccccc2)N2Cc3ccccc3C2=O)cc1 (stereo not given)	2%
COc1cc(NC(=O)C2CCCN(S(=O)(=O)c3cn(C)cn3)C2)cc(OC)c1 (stereo not given)	3%
CC1CC(C)CN(CCCNC(=O)CCC(=O)N2CCOc3ccccc32)C1 (stereo not given)	-3%
COc1ccc(S(=O)(=O)Nc2ccc3c(c2)CCCN3S(=O)(=O)c2ccc(C)cc2)cc1F	5%
Cc1ccc(Nc2nc(N)c([N+](=O)[O-])c(N3CCCC(C)C3)n2)cc1C (stereo not given)	12%
COc1ccc(-c2nc(N)n(C(=O)c3ccccc3)n2)cc1	-3%
S=c1[nH]nc(-c2cc(-c3ccccc3)n[nH]2)n1/N=C/c1cccs1	7%
CNC(=O)C[C@H]1C(=O)N(CCc2ccccc2)C[C@@H]1CSC	0%
COc1cc2c(cc1OC)CN(C(=O)CSC1=NCCS1)CC2	3%
COC(=O)C1=C(C)NC(C)=C(C(=O)OC)C1C(=O)OCc1nnc(-c2ccccc2)o1	-5%
